# Compound activity: PubChem, several laboratories
# MC4R ag barr: human MC4R agonism via beta-arrestin; P32245; U2OS MC4R beta-arrestin complementation, luminescence; percent of melanotan II response, DMSO zero; activation, % at 8.9 µM; 360,000 compounds, 0.98% hits; AID 540308;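 active = activation above a per-plate cutoff, the mean activation of sample wells on that plate plus 3 SD, cut at about 8% in these data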
# N-glyco inh: blocks N-linked glycosylation in D54 reporter cells. reporter increase, % at 12.5 µM. D54 ERlucT glycosylation luciferase reporter, 24 h; percent of 100 nM tunicamycin response. 360,000 compounds, 0.23% hits;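 active = mean luciferase reporter signal, scaled so untreated is 0 and the glycosylation-blocking control 100, at or above a set limit in every replicate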;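 note: luciferase carries N-glycosylation sites so blocking glycosylation raises the light; 0% = median of neutral control wells and 100% = median of 100 nM tunicamycin wells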
# ABCB6 inh MLPCN: inhibitors of human ABC transporter ABCB6; 360,000 compounds, 0.19% hits; K562-ABCB6 porphyrin accumulation, flow cytometry, 1 h; stronger effect = lower value; fluorescence ratio to DMSO, % at 10 µM;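 active = fluorescence ratio to DMSO below 75%, the collection mean minus 3 SD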;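 note: signal is porphyrin accumulated inside mitochondria; 100% equals median channel fluorescence of DMSO control wells; lower ratio means ABCB6 inhibition with less porphyrin fluorescence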
# aDG glyco up: increases alpha dystroglycan glycosylation | Pro5-aDG cells, alpha-DG glycosylation AlphaScreen (IIH6); 0% Pro5, 100% B10-LARGE cell signal | activation, % at 10 µM | 360,000 compounds, 0.22% hits | AID 624168;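 active = activation of at least 8% versus controls, or a plate z-score of at least 8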;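 note: Pro5 are CHO cells carrying HIG-tagged alpha-DG that lacks glycosylation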
# Vif inh: blocks HIV Vif function; HEK293T cells, Vif self-association by quenched fluorescence, imaging, 24 h; inhibition, % at 7.49 µM; 340,000 compounds, 0.35% hits; AID 602346; in the data active = inhibition above about 50%, passing the limit was not always enough; note: some results filed as inactive read as strong as hits
# H9c2 protect: modulators protecting cardiomyocytes from myocardial damage; H9c2 cardiomyocytes, H2O2 injury protection, ATPLite, 2 h; protection from H2O2 cell death, % at 20 µM; 360,000 compounds, 0.63% hits;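 active = compounds giving at least 50% protection of heart cells from peroxide-induced death in the single-dose screen, raw or plate-pattern-corrected value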;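 note: 0% = DMSO wells with peroxide and 100% = DMSO wells without peroxide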
# PDI inh: inhibitors of human protein disulfide isomerase; P07237; AID 588391; PDI insulin aggregation turbidity, A650, 90 min; inhibition, % at 10 µM; 350,000 compounds, 0.052% hits;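 active = mean inhibition across replicates of 30% or more, whatever share of single replicates reach that level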;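 note: absorbance from insulin aggregation driven by PDI reduction with DTT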
# Target sequence (P07237 whole entry, looked up): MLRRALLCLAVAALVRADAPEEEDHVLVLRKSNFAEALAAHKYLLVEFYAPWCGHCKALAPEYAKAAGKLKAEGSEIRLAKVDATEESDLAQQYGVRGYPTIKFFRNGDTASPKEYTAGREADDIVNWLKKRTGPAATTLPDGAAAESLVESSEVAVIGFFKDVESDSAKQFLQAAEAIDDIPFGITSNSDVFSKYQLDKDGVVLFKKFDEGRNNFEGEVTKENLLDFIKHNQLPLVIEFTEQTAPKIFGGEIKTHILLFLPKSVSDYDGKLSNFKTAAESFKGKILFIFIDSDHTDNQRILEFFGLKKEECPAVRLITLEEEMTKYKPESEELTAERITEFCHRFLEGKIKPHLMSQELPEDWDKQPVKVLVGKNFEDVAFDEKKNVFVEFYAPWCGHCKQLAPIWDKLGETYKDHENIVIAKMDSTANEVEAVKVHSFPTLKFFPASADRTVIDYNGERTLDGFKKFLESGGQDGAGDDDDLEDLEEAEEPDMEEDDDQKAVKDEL
# m5-HT2A agonist: activates the mouse 5-HT2A serotonin receptor; P35363; CHO-K1 mHTR2A beta-arrestin complementation, luminescence; percent of 30 µM serotonin response; activation, % at 7.6 µM; 360,000 compounds, 0.66% hits; AID 624169;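 active = activation above a run cutoff, the mean activation of all tested compounds plus 3 SD, cut at about 14% in these data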;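 note: 0% = plate median of compound wells and 100% = 30 µM serotonin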
# Target sequence (P35363 whole entry, looked up): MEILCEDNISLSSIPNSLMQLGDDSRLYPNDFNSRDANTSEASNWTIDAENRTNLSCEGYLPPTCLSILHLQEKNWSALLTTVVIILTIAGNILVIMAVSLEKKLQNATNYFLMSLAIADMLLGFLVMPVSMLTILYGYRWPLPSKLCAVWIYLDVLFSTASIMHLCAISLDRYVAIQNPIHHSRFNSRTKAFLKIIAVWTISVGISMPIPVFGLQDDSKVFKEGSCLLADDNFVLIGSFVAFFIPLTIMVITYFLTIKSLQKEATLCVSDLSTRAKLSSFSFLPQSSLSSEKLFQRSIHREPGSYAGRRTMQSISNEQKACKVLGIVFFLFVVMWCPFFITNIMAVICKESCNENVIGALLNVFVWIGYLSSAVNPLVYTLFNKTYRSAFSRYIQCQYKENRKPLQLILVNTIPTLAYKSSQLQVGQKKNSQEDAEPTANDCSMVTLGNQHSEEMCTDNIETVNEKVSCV
# CaV13 FRET inh: Disruptors of the CACNA1D IQ motif to Ca2+-dependent inactivation inhibitor domain association, primary screening, Förster resonance energy transfer in intact living …; HEK cells, CFP/YFP FRET ICDI-IQ, plate reader, 10 min; percent FRET-ratio fall versus neutral wells; inhibition, % at 12.3 µM; 340,000 compounds, 0.098% hits;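 active = mean replicate inhibition of at least 30% and at least 1% of replicates passing that level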;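 note: 0% = median of the neutral control wells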
# MC4R antag cAMP: human MC4R antagonism in cAMP assay; P32245; inhibition, % at 6.5 µM; 360,000 compounds, 0.48% hits; AID 540295; MC4R-expressing cells, MTII-stimulated cAMP, LANCE TR-FRET;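 active = inhibition above its plate's cutoff, the mean of tested wells on that plate plus 3 SD, cut at about 29% in these data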;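 note: 0% = Melanotan II alone and 100% = Melanotan II plus saturating MCL0020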
#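 System: U2OS cells stably expressing human melanocortin 4 receptor (MC4R). Reagent: Melanotan II challenge after compound preincubation. Doses: 6.5 µM. Times: 30-min compound, 1-h challenge, 1-h detection, room temperature. Measured by: TR-FRET with Eu-cAMP and labeled anti-cAMP, 671 nm. Replicates: singlicate.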
# Starred values were filed as active, the others as inactive; x = no result given; & = joins results of further samples.
SMILES,MC4R ag barr,N-glyco inh,ABCB6 inh MLPCN,aDG glyco up,Vif inh,H9c2 protect,PDI inh,m5-HT2A agonist,CaV13 FRET inh,MC4R antag cAMP
FC(F)(F)c1cnc(COc2cc(Cl)cc(Cl)c2)c(Cl)c1,0.6,-2.7,98.0,0.0,18.7,-4.9,9.3,2.8,-4.6,9.9
Nc1nc(-c2ccccc2)nn1S(=O)(=O)c1ccccc1,-0.1,-4.8,92.0,0.5,-4.2,-2.5,-8.8,-1.3,7.7,-2.5
CCN(CC)C(=O)c1ccc(CS(=O)(=O)Cc2ccccc2)cc1,0.4,0.0,93.0,0.0,-5.1,-2.4,5.7,4.4,-4.5,10.2
Cc1ccsc1CNC(=O)C1(C)CCCN1CC(C)C (stereo not drawn),-0.8,-1.4,97.0,0.0,2.8,1.4,-3.6,-4.6,-9.8,-1.1
CC(NS(=O)(=O)c1ccc(Cl)cc1)C(=O)OCC(=O)Nc1ccc(N(C)C)cc1 (stereo not drawn),-0.3,2.9,101.0,0.1,-3.0,-10.4,-2.6,-2.6,-4.6,22.8
CCCn1c2ccccc2c2cnn(CC(=O)NCCCN3C(C)CCCC3C)c(=O)c21 (stereo not drawn),-0.5,-1.1,101.0,-0.3,6.8,10.6,0.8,-0.6,-3.4,-1.0
CCOc1ccc(S(=O)(=O)N2CCOCC2)cc1NC(=O)CN1C(=O)NC2(CCCC2)C1=O,-1.6,0.3,101.0,-0.1,11.0,-5.8,4.9,-1.3,-1.4,9.3
COc1ccc(C(=O)/C=C/c2ccc(OC3CSC3)cc2)cc1OC,-0.1,23.8,102.0,1.2,-13.9,-1.3,5.4,-3.7,-6.0,-0.2
Cc1ccc(NC(=O)CSc2nnc(CNC(=O)c3ccco3)n2C)c(C)c1,0.6,2.3,99.0,0.3,-0.5,-0.2,-1.2,-1.7,-4.6,20.5
Cc1noc(C)c1NC(=O)N(C)C[C@H]1Oc2ccc(NS(=O)(=O)c3ccccc3)cc2C(=O)N([C@H](C)CO)C[C@@H]1C,0.6,1.1,100.0,-0.1,-5.2,0.0,1.5,-0.1,-5.4,4.5
COc1ccc(/C=C/C(=O)Oc2cc(C)[nH]c(=O)c2[N+](=O)[O-])cc1OC,5.5,2.0,98.0,0.0,-0.5,4.1,-1.1,3.2,-6.2,-2.9
S=c1[nH]nc([C@@H]2C[C@H]2c2ccccc2)n1-c1ccccc1Cl,0.0,1.4,106.0,0.0,-14.1,-1.1,2.1,1.2,-4.8,10.5
COc1ccc(NC(=O)CSc2nc3ccc(OC)cc3[nH]2)cc1,0.0,1.3,97.0,-0.1,-2.9,-6.4,4.0,3.2,-5.8,3.5
Cc1cc(C)cc(-c2nnc(SCC(=O)NCC3CCCO3)o2)c1 (stereo not drawn),-0.5,2.4,98.0,-0.4,12.2,-6.9,2.3,7.6,-2.4,8.2
C=CCOc1ccc(/C=C/C(=O)OCC(=O)N(C)C2CCS(=O)(=O)C2)cc1 (stereo not drawn),-3.9,-0.3,92.0,0.1,5.4,-5.1,-0.7,4.3,-2.3,-4.1
O=C(O)c1cnc(-c2ccccc2)nc1Sc1ccc(Cl)cc1Cl,-0.6,1.3,95.0,-0.1,-3.3,-12.7,6.3,3.3,-8.1,6.3
COc1cc(/C=N/NC(=O)c2ccc(O)cc2)ccc1OCC(=O)Nc1cccc([N+](=O)[O-])c1,4.3,-1.3,96.0,0.0,-0.9,34.5,-2.2,0.6,-2.4,-1.4
CCOC(=O)N1CCN(C(=O)c2ccccc2-c2ccccc2)CC1,-2.8,13.6,105.0,-0.1,42.2,12.5,-2.1,-2.5,x,-3.8
COc1cccc(C2C(C#N)=C(C)NC3=C2C(=O)CC(C)(C)C3)c1 (stereo not drawn),-2.8,3.5,106.0,0.3,4.1,-4.5,-0.2,-6.6,-2.4,3.4
CC(OC(=O)c1ccc(-c2ccc(O)cc2)cc1)C(=O)NC1CCCCC1C (stereo not drawn),0.9,0.4,94.0,0.3,-6.6,-14.8,-3.7,-9.1,-6.3,-0.9
CCCCCC1CCC(c2nnc(SCC(C)=O)o2)CC1 (stereo not drawn),-1.2,0.4,93.0,-0.1,-4.1,7.5,4.3,1.2,3.5,8.2
CC(C)Cc1cc(C(=O)N2CCCC(CO)(Cc3ccc(F)cc3)C2)no1 (stereo not drawn),0.3,-1.9,111.0,-0.1,-1.0,-6.0,-4.3,5.8,-3.5,-1.6
CCOc1ccc(C=NNc2ccc(S(=O)(=O)Nc3ccccc3C(=O)O)cc2[N+](=O)[O-])cc1,-1.0,-3.0,104.0,0.9,-3.7,0.1,1.6,3.6,-2.4,12.6
CC(CCc1ccccc1)NC(=O)CSc1nc(N)cc(N)n1 (stereo not drawn),1.5,-0.1,99.0,0.0,2.1,-3.5,-2.8,5.5,-4.0,0.3
Cc1csc(=Nc2ccc(S(=O)(=O)N3CCOCC3)cc2)n1Cc1ccco1,-1.9&-0.9,1.5&2.0,96.0&100.0,0.2&-0.1,-12.5,-3.8&-17.4,1.6&-5.9,-5.5&-4.3,-5.9,3.0&3.4
CC1CCN(C(=S)NC(=O)c2cccc([N+](=O)[O-])c2)CC1,-3.8,-1.1,88.0,-0.1,-8.3,6.9,-8.0,0.5,-2.7,9.8
OC1(c2ccccc2)C/C(=N\n2cnnc2)C=C1c1ccccc1 (stereo not drawn),-1.7,-1.1,102.0,0.9,-0.3,3.6,-2.3,-5.2,x,6.5
O=C(NC1CCCCCC1)c1cccc(COCC(F)(F)F)c1,-1.0,0.0,97.0,0.2,-6.2,-2.0,-3.5,4.4,-4.2,-2.5
CSCC[C@H](NC(=O)OC(C)(C)C)C(=O)N1CCC(C(=O)NCC(=O)Nc2ccc(C)cc2)CC1,-1.6,2.6,96.0,0.0,14.9,1.7,0.8,-6.7,-4.5,12.9
CCOc1ccc(NC(=O)C(C)Oc2ccccc2C(=O)Nc2cccc(Cl)c2Cl)cc1 (stereo not drawn),-1.0,-3.1,96.0,0.2,1.3,-9.7,-2.7,1.0,-3.9,1.5
CC(=O)c1c(C)[nH]c(C(=O)NCCc2ccc(Cl)cc2)c1C,-3.0,1.1,95.0,0.3,0.5,7.7,-1.7,-2.9,1.4,3.3
N=c1n(CC(=O)c2ccc([N+](=O)[O-])cc2)c2ccccc2n1Cc1ccccc1Cl,2.3,4.6,113.0,0.8,-7.6,-16.4,-3.9,-4.8,-6.3,-1.4
Cc1ccc(C(=O)OCC(=O)NNC(=O)COc2ccc(Cl)cc2)c(O)c1,3.7,0.2,100.0,-0.1,22.3,-1.3,1.1,-4.0,-6.1,8.0
COc1ccc(CCNCC(O)COc2cccc(Br)c2)cc1OC (stereo not drawn),-2.2,0.4,102.0,0.4,4.2,7.5,4.8,-6.8,-1.0,1.1
Cc1ccc(NC(=O)CCCCCC2NC(=O)NC2C)cc1 (stereo not drawn),-2.7,-0.9,100.0,-0.4,5.7,1.4,-5.4,2.8,-6.7,2.0
COc1ccc(/C=C2/SC(=O)N(CCNC(=O)C3COc4ccccc4O3)C2=O)cc1 (stereo not drawn),2.0,1.9,100.0,0.4,-2.1,12.6,-5.1,2.3,-3.8,6.6
COc1cc(CNn2nnnc2N)ccc1OCc1c(Cl)cccc1Cl,1.2,-2.7,97.0,0.4,8.8,-6.3,18.8,0.8,-5.3,-4.5
COc1ccc([C@H]2CC(=O)C=C(c3ccccc3)C2)cc1,0.8,-3.6,100.0,-0.1,10.6,-1.4,4.9,-5.6,x,3.8
O=C(OCC(=O)N1CCOCC1)c1cccc(F)c1,-1.7,-2.7,102.0,0.1,-15.3,7.3,-5.5,-4.0,-3.5,7.8
CN(Cc1ccccc1F)c1nc(-c2cccs2)nc2ccccc12,1.3,-3.3,102.0,1.1,-1.0,-10.4,-1.2,-4.0,-3.6,0.6
Cc1nn(Cc2ccccc2)c(C)c1/C=N/NC(=O)c1ccncc1,-1.8,-0.3,94.0,-0.1,17.3,-0.5,3.6,-3.5,-3.8,11.8
COc1ccc(CN(C(=O)c2ccccc2OC)C2CCS(=O)(=O)C2)cc1 (stereo not drawn),-2.2,4.2,98.0,0.0,9.2,1.5,-5.3,-0.8,-5.7,1.1
COc1ccc(N2CCN(C(=O)c3cn(C4CCCC4)c(=O)c4c3c3ccccc3n4C)CC2)cc1,-0.8,3.7,98.0,-0.3,x,13.3,3.1,-11.7,-4.3,6.2
CCc1nnc(NC(=O)CSc2nnc(C(C)NC(=O)c3ccccc3)n2C)s1 (stereo not drawn),-1.4,0.5,99.0,0.0,8.3,-1.9,10.4,-0.2,-3.9,2.5
CCCCCc1nc2c(c(=O)c3ccccc3n2C)c(=O)n1Cc1ccc(OC)cc1,2.0,-3.2,106.0,0.4,10.1,-8.8,12.0,2.5,-3.1,17.6
CC1Cn2c(CCc3ccccc3)nnc2S1 (stereo not drawn),0.7,0.3,95.0,0.1,0.8,5.6,2.5,4.0,-4.5,1.4
Cc1ccc(-c2noc(C3CCN(S(C)(=O)=O)CC3)n2)o1,-1.9,2.3,95.0,0.1,-3.6,-2.1,0.2,3.1,-3.0,-1.3
CCOC(=O)c1ccc(S(=O)(=O)NC2CC2)cc1,0.3,-1.1,92.0,0.1,-15.4,-2.1,-3.9,-6.2,-7.4,-0.4
CCCCCCSc1ccc(-c2nc3ccc(Cl)cn3c2NC2CCCCC2)cc1,1.9,-0.6,102.0,0.1,1.9,-7.6,-3.3,-2.6,-5.0,8.6
COC(=O)c1cc(-c2ccc(OC)c(OC)c2)on1,-0.3,-0.3,91.0,-0.1,7.5,2.5,-6.1,0.5,-3.5,11.9
C=CCN1C=C2C(=O)C(C)(OC(=O)CCc3ccccc3)C(=O)C=C2C=C1c1ccc(C#N)cc1 (stereo not drawn),1.5,-0.2,102.0,0.0,-3.8,-1.2,-4.2,11.6,-7.2,-2.5
CCn1cc(/C=N\NC(=O)c2ccc(F)cc2)cn1,-2.9,-1.2,99.0,-0.1,x,2.4,-1.3,-1.5,-3.0,10.7
CCOC(=O)c1ccc(N2C(=O)c3n[nH]c(C)c3C2c2ccc(OC)cc2)cc1 (stereo not drawn),-0.6,-0.9,106.0,0.3,-9.1,2.9,-2.2,-0.4,-3.7,2.1

# Full records as entered above. Screens in order: MC4R ag barr	N-glyco inh	ABCB6 inh MLPCN	aDG glyco up	Vif inh	H9c2 protect	PDI inh	m5-HT2A agonist	CaV13 FRET inh	MC4R antag cAMP
# CCCCCCSc1ccc(-c2nc3ccc(Cl)cn3c2NC2CCCCC2)cc1 is listed with 1.9	-0.6	102.0	0.1	1.9	-7.6	-3.3	-2.6	-5.0	8.6
# CCOC(=O)c1ccc(S(=O)(=O)NC2CC2)cc1 is listed with 0.3	-1.1	92.0	0.1	-15.4	-2.1	-3.9	-6.2	-7.4	-0.4
# CCn1cc(/C=N\NC(=O)c2ccc(F)cc2)cn1 is listed with -2.9	-1.2	99.0	-0.1	x	2.4	-1.3	-1.5	-3.0	10.7
